Screening results deposited in PubChem by National Center for Advancing Translational Sciences (NCATS).
AmpC no deterg = qHTS Inhibitors of AmpC Beta-Lactamase (assay without detergent); P00811; 330,000 tested, 0.52% active; Potency, µM (titrated, usually from 57.1 µM), inactives show at the highest dose activity change, negative = inhibition, usual class: inhibitors; AmpC nitrocefin hydrolysis, absorbance 480 nm, 0.0001% Triton;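 note: potency is the fitted concentration of half-maximal effect; plate controls were no compound for no effect and no enzyme for full effect; nearly all actives have a fitted effect of over 20% in size; some results filed as inactive show a strong effect at the top dose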
Target sequence (P00811 whole entry, looked up): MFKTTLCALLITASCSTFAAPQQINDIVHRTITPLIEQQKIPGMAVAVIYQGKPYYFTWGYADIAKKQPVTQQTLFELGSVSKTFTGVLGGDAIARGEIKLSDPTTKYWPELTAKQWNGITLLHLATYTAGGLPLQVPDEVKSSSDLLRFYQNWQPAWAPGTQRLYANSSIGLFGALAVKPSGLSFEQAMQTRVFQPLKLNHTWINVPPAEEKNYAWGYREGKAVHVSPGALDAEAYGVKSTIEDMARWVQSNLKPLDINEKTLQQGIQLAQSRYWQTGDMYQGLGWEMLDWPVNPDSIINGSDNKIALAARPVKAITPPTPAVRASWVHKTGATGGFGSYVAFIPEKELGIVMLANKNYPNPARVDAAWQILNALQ
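20 mM phosphate pH 7.0 + 0.01% (detergent screen) or 0.0001% Triton X-100; 5.3 nM AmpC reagent; cpd preinc 15 min RT; nitrocefin (800 uM stock) to start; A480 q20 s × 4 min; Activity was normalised to no-enzyme and no-compound control wells.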
LmPK inhibitor = qHTS Assay for Inhibitors of Leishmania Mexicana Pyruvate Kinase (LmPK); 290,000 tested, 0.37% active; Potency, µM (doses to about 57.5 µM), without a hit: at the highest dose activity change, negative = inhibition, most hits filed as inhibitors; Q27686; purified LmPK, Kinase-Glo ATP luminescence, 1 h; note: potency is the fitted concentration of half-maximal effect
Target sequence (Q27686 whole entry, looked up): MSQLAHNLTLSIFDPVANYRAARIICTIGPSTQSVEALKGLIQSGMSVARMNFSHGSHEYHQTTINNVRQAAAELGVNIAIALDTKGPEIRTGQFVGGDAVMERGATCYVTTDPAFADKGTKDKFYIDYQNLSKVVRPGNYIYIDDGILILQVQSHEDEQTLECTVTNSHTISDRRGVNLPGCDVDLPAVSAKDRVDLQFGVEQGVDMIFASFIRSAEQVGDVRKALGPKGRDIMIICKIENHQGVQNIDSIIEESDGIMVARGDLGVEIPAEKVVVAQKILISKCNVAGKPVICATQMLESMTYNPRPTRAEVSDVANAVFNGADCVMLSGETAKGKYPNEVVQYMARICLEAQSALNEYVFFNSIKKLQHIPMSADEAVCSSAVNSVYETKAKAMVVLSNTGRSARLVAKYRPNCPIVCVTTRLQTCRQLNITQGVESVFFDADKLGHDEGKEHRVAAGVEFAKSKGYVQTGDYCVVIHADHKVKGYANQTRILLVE
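0.1 nM LmPK, 0.5 mM PEP, 0.1 mM ADP; 50 mM imidazole pH 7.2, 7 mM MgCl2, 50 mM KCl; 1 h RT. Kinase-Glo luminescence readout, normalized to no-enzyme (full inhibition) and uninhibited wells.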
HCMV antiviral = qHTS Assay for inhibitors of the human cytomegalovirus (HCMV) | 410,000 tested, 4.5% active | AID 1259415, 2018 | HFF cells, HCMV-luciferase reporter, 72 h; stronger effect = lower value | activity change, negative = inhibition, % at 57.5 µM; in the data active = activity change below about -60%; inconclusive = no clear call, values can overlap the other calls; inactive = above about -39%
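Luciferase read-out from HCMV-luciferase-infected HFFs (MOI 1 PFU/cell) 72 h post infection at 37C; compounds added after 16 h cell attachment; activity normalized between buffer-only basal and Salinomycin (10uM) inhibitor controls.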
AMA1-RON2 inh = qHTS for Inhibitors of AMA1-RON; Towards Development of Antimalarial Drug Lead: Primary Screen; Plasmodium falciparum AMA1 (3D7) - RON2 peptide interaction; Potency, µM (titrated, usually from 58.2 µM), for the others: top-dose activity change, negative = inhibition, actives largely listed as inhibitors; 360,000 tested, 0.2% active; AlphaScreen AMA1-biotinylated RON2 peptide binding; AID 720542, 2013;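 note: potency is the fitted concentration of half-maximal effect; 0% = vehicle wells and -100% = peptide control; nearly all actives have a fitted effect of over 45% in size; some results filed as inactive show a strong effect at the top dose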
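AMA1 (3D7) with his tag at 25 nM final met compounds first, then biotinylated RON2 peptide at 25 nM; detection used donor plus acceptor beads, 10 µg/mL apiece, read by AlphaScreen after 30 min at room temperature.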
TbPYK inhibitor = qHTS of Trypanosoma Brucei Inhibitors. TbPYK enzyme, Kinase-Glo Plus ATP luminescence, 45 min. 410,000 tested, 0.12% active. Potency, µM (highest dose often 76.8 µM), for the others: at the highest dose activity, negative = inhibition, actives largely listed as inhibitors. pyruvate kinase (Trypanosoma brucei), Q57TT1; note: potency is the fitted concentration of half-maximal effect; nearly all actives have a fitted effect of over 50% in size
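Quantitative HTS: titrated library compounds versus trypanosomal pyruvate kinase in TEA buffer (pH 7.2) containing KCl, MgCl2, BSA and Tween-20. Reactions were initiated with ADP, 130 uM final. Kinase-Glo Plus luminescence was read after 45 min at RT.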
AmpC detergent = qHTS Inhibitors of AmpC Beta-Lactamase (assay with detergent) | P00811 | AmpC hydrolysis of nitrocefin, absorbance 480 nm, 0.01% Triton | Potency, µM (top dose mostly 114 µM), inactives show top-dose activity change, negative = inhibition, most hits filed as inhibitors | 370,000 tested, 0.041% active;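 note: potency is the fitted concentration of half-maximal effect; 0% = no-compound wells and -100% = no-enzyme wells; nearly all actives have a fitted effect of over 25% in size; some results filed as inactive show a strong effect at the top dose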
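20 mM phosphate pH 7.0 + 0.01% (detergent screen) or 0.0001% Triton X-100; 5.3 nM AmpC reagent; cpd preinc 15 min RT; nitrocefin (800 uM stock) to start; A480 q20 s × 4 min; Activity was normalised to no-enzyme and no-compound control wells.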
Sm TGR inh = qHTS Assay for the Inhibitors of Schistosoma Mansoni Peroxiredoxins. purified TGR, DTNB reduction, TNB absorbance 405 nm. 360,000 tested, 3% active. Potency, µM (highest dose often 114 µM), for inactives: top-dose activity change, negative = inhibition, hits mostly inhibitors. Schistosoma mansoni thioredoxin glutathione reductase (TGR), Q962Y6. AID 485364, 2010; note: potency is the fitted concentration of half-maximal effect; nearly all actives have a fitted effect of over 60% in size
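First, TGR (20 nM dispensed) and NADPH were mixed with compound. Second, a 15 min room-temperature incubation followed. Third, further NADPH and then DTNB were added to start the reaction. Finally, TNB absorbance was monitored kinetically.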
Starred values were filed as active, the others as inactive; ? = inconclusive; . = not tested or not shown; [ ] = dose if it differs, or a comment. Unless noted, calls come from the whole dose curve; as a rule, active = well fitted curve in the direction sought with a large enough effect; inconclusive = small, poorly fitted or top-dose-only effect, or another doubt; inactive = no such curve, though single readings can be large; an effect the other way counts as inactive or inconclusive. Unless noted, % is set by controls: 0 for no effect and ±100 for the full control effect.

Every second line gives: AmpC detergent	HCMV antiviral	Sm TGR inh	LmPK inhibitor	AMA1-RON2 inh	TbPYK inhibitor	AmpC no deterg
N=c1sccn1CC(=O)Nc1cc(Cl)ccc1[N+](=O)[O-]
  -7%	13	-11%	4%	6%	2%	-22%
Cc1ccccc1N=C1N=C(N)c2ccccc21
  ?	-8	4%	-3%	4%	1%	-13%
Cc1cc(C)cc(NC(=O)CSc2nc(CSc3ccc(Cl)cc3)cc(=O)[nH]2)c1
  4%	-14	0%	-11%	21%	-2%	-16%
Cc1cccc(C)c1NC(=O)Cn1c(=O)n(Cc2ccc(C(=O)NCc3ccco3)cc2)c(=O)c2sccc21
  2%	-66*	-21%	.	.	1%	.
CCSc1nccc(-c2nn(-c3ccc(C)cc3)ccc2=O)n1
  -1%	-5	-6%	9%	-3%	3%	47%
Nc1ccc(S(=O)(=O)c2ccc(N3CCOCC3)c(N)c2)cc1
  .	-1	.	.	0%	-2%	.
O=C(c1ccncc1)c1ccc(N2CCN(C3CC(=O)N(Cc4cccs4)C3=O)CC2)cc1 (centres undefined)
  -2%	0	?	-2%	-7%	-7%	131%[activator]
COCCN(CCOC)c1ncnc2c1cnn2-c1ccc(Cl)cc1
  1%	3	7%	2%	8%	-2%	79%[activator]
Cc1ccc(S(=O)(=O)NC(CCC(N)=O)C(=O)NCc2ccc3c(c2)OCO3)c(C)c1 (centres undefined)
  0%	-24	-1%	.	1%	0%	-1%
COc1cc(CCC(=O)NCc2ccc3c(c2)OCO3)cc(OC)c1OC
  1%	-17	10%	-6%	3%	-1%	-4%
O=[N+]([O-])c1cc2c(c(CSc3nnc4ccccn34)c1)OCOC2
  ?	87	-13%	-4%	-15%	-6%	-26%
Cc1nn(CC(=O)Nc2cc(S(=O)(=O)N3CCOCC3)ccc2Cl)c(C)c1[N+](=O)[O-]
  -4%	6	-3%	.	1%	5%	-13%
Cn1nnnc1SCCNCc1ccccc1OCc1ccc(F)cc1
  -6%	-16	7%	0%	-4%	-12%	0%
COc1ccc(CCNC(=O)C(C(=O)c2ccccc2)n2ccccc2=O)cc1OC (centres undefined)
  -1%	?	-13%	4%	-7%	-3%	-1%
O=C(/C=C/c1cccs1)Nc1scc(-c2ccccc2)c1C(=O)O
  -1%	-9	-29%	-2%[11.5 µM]	-28%	?	-36%
CCOc1ccc(NC(=O)C2Cc3ccccc3N2C(=O)c2ccccc2)cc1 (centres undefined)
  ?	-5	50µM*	.	.	3%	.
O=C1OC(C(=O)Nc2cc(C(F)(F)F)ccc2Cl)Cc2ccccc21 (centres undefined)
  -5%	-22	-2%	.	.	0%	.
Cc1noc(C)c1-c1ccc(C(=O)NCC2CC2)c2occc12
  .	63	.	.	-1%	-5%	.
CCOc1ccccc1NC(=O)c1ccccc1-c1ccccc1
  3%	-7	13%	3%	3%	0%	-36%
CCC1CCCCN1C(=S)NC1CCCCC1 (centres undefined)
  -10%	-12	5%	1%	12%	-5%	-19%
COC(=O)[C@@H](NC(=O)NCc1ccco1)C(C)C
  1%	-10	5%	1%	-6%	3%	-13%
CN1CCN(S(=O)(=O)c2ccc(NC(=O)Nc3cccc(Cl)c3)cc2)CC1
  -10%	-9	5%	0%	-13%	?	-22%
Cc1cccc(SC2CCN(Cc3nc(CC4CC4)no3)CC2)c1
  10%	26	1%	7%	17%	0%	71%[activator]
Cc1ccc(-c2ccc(C(=O)O)[nH]2)cc1
  -10%	46	-3%	0%	-7%	8%	0%
O=C(NCCc1csc(-c2cccnc2)n1)c1ccc(Br)o1
  -6%	-24	28µM*	1%	0%	-20%	0%
CCCCOc1ccc(C(=O)NNC(=O)C2C3CCC(C3)C2C(=O)O)cc1 (centres undefined)
  5%	-4	-2%	-3%	98%[activator]	2%	-16%
O=C(CCCSc1nc2ccccc2[nH]1)NCc1ccccc1Cl
  -6%	-9	-7%	7%	0%	-2%	-23%
COc1cc(/C=C/C(=O)OCC(=O)NCCN2C(=O)CSC2=O)ccc1OC(F)F
  -6%	?	-19%	3%	-1%	-8%	31%
O=C(OCC(=O)N1CCCC1)c1c[nH]c2ccccc12
  -6%	25	-1%	.	7%	-1%	-18%
O=C(Nc1ccon1)c1cccn(Cc2cccc([N+](=O)[O-])c2)c1=O
  -4%	1	-5%	.	.	-2%	.

The list goes on.
Every second line gives: AmpC detergent	HCMV antiviral	Sm TGR inh	LmPK inhibitor	AMA1-RON2 inh	TbPYK inhibitor	AmpC no deterg
CC(=O)Nc1c2c(nn1-c1ccc(C)cc1C)CS(=O)C2 (centres undefined)
  -13%	0	?	-7%	4%	3%	0%
CC(=O)c1cccc(CN2CCC(CO)(CCOc3ccccc3)CC2)c1
  4%	-5	4%	-1%	-1%	2%	42%
CC(=O)C1=C(C)NC(C)=C(C(C)=O)C1c1cccs1
  -5%	-3	-16%	1%	-3%	-11%	-12%
Cc1ccsc1/C=N/Nc1ncc(Cl)cc1Cl
  1%	?	2%	-16%	-10%	10%	-15%
COc1cc(/C=C/C(=O)OCC(=O)NC(=O)NC2CCCCC2C)ccc1OC(F)F (centres undefined)
  -14%	7	-2%	.	15%[11.6 µM]	4%	-20%
CCN(C(=O)c1cn(C)c(=O)c2cc(OC)c(OC)cc12)c1cc(OC)ccc1OC
  -6%	-7	0%	3%	-22%	-4%	58%
O=[N+]([O-])c1ccc(N2CCN(C(=S)Nc3ccc(F)cc3)CC2)cc1
  -2%	-21	-1%	-3%	2%	-1%	-28%
COc1ccc(C(=O)Nc2ccc(C(=O)NCCc3ccccc3)cc2)cc1
  -3%	15	8%	1%	-2%	0%	13%
COc1ccc(CC(=O)Nc2ccc(S(=O)(=O)N3CCOCC3)cc2)cc1
  5%	-5	2%	.	1%	-6%	-19%
CN1CCN(Cc2nc3ccccc3n2C)CC1
  -16%	12	3%	6%	53%[activator]	-6%	-2%
CCc1nccn1Cc1cc(C=O)ccc1OC
  -7%	21	0%	1%	10%	5%	2%
CCN(C(=O)COC(=O)c1cn(-c2ccccc2)nc1-c1ccccc1)C1CCS(=O)(=O)C1 (centres undefined)
  -10%	-14	-9%	1%	0%	-2%	26%[11.4 µM]
CCN1CCN(c2ccc(N)c(C)c2)CC1
  7%	18	-2%	0%	-30%	-1%	-22%
CC1CN(C(=O)COC(=O)c2ccccc2O)CC(C)O1 (centres undefined)
  -2%	9	4%	-4%	18%	-1%	-4%
COc1ccc(CCNC(=O)CC2Oc3ccc(Cl)cc3NC2=O)cc1OC (centres undefined)
  8%	-10	-1%	4%	-6%	-2%	-13%
O=C(CCS(=O)(=O)c1cc(Br)cc2c1N(C(=O)C1CC1)CC2)Nc1ccc(F)cc1
  9%	3	7%	.	.	0%	.
Cc1ccc2c(c1)c(C1=NC(=S)NC1=O)c(O)n2C
  -6%	-13	-10%	6%	-1%	8%	-22%
O=C(NCc1ccccc1)C1CCCN(S(=O)(=O)c2ccc(F)cc2)C1 (centres undefined)
  4%	4	-22%	-5%	21%	0%	-7%
CC1CCCCC1NC(=O)Cn1cccc1C(=O)c1ccccc1 (centres undefined)
  4%	-24	5%	-2%	0%	-6%	4%
CCc1nc2ccc(C(=O)NCCc3ccccn3)cn2c1N(CCC(C)C)CCN(C)C
  .	-21	.	.	7%	2%	.
Cc1nn(Cc2ccc(C(=O)NN)o2)c(C)c1Cl
  2%	22	0%	-12%	134%[activator]	-5%	-6%
Cc1ccc(CCNC(=O)CCn2nc(-c3ccc(C)cc3)ccc2=O)cc1
  16%	0	8%	.	.	8%[15.4 µM]	.
Cc1sc(NC(=S)NC(=O)C2CCCCC2)c(C(N)=O)c1C
  -1%	38	-9%	-5%	12%	-10%	-39%
Nc1nnc(Cc2ccc(F)cc2)s1
  4%	5	-9%	-2%	0%	1%	-17%
Cc1c(C(=O)NCc2cccc(Cl)c2)sc(=O)n1Cc1cccc(F)c1
  .	20	.	.	0%	5%	.
Cc1nn(C)c(Cl)c1CN1CCN(CC(C)C)C(CCO)C1 (centres undefined)
  7%	-10	0%	-3%	11%	0%	-27%
Cc1ccc(S(=O)(=O)NCCc2sc3nc(-c4ccccc4)nn3c2C)cc1C
  2%	?	5%	.	.	18%	.
O=C1c2ccccc2C(Nc2ccccc2)N1c1ccc(Cl)cn1 (centres undefined)
  0%	17	-3%	4%	17%	-4%	-9%
CCOc1ccc(NS(=O)(=O)c2ccc3[nH]c4c(c3c2)CCCCC4)cc1
  26%	-103*	-1%	.	.	-11%	.
Cc1ccc(S(=O)(=O)c2nnn3c2nc(NCc2ccccc2Cl)c2sccc23)cc1
  21%	-4	1%	.	.	-5%	.

Next part:
Every second line gives: AmpC detergent	HCMV antiviral	Sm TGR inh	LmPK inhibitor	AMA1-RON2 inh	TbPYK inhibitor	AmpC no deterg
CCN1C(=O)/C(=C\c2ccc(-c3ccc([N+](=O)[O-])cc3OC)o2)SC1=Nc1cccc(C(=O)O)c1
  -4%	5	35µM*	-9%	-17%	-4%	-28%
CC(O)CN(C)CC/C=C1/c2ccccc2CSc2ccccc21 (centres undefined)
  -7%	-37	-15%	2%	1%	2%	35%
CN(Cc1ccco1)C(=O)c1cccc(S(=O)(=O)N2CCN(Cc3ccccc3)CC2)c1
  .	-12	.	.	-6%	-7%	.
CCOP(=O)(NC(c1ccccc1)c1nc2ccccc2[nH]c1=O)OCC (centres undefined)
  0%	12	9%	9%	12%	0%	-4%
Cc1cccc(NC(=O)CN(C)S(=O)(=O)c2cnc[nH]2)c1
  0%	-14	6%	-3%	6%	-1%	-16%
Cc1ccc(NC(=O)CCCn2c(=O)c3cccn3c3cccnc32)cc1C
  16%	?	2%	.	.	5%	.
O=[N+]([O-])c1ccccc1/C=N/NC1=NS(=O)(=O)c2ccccc21
  4%	30	1%	0%	5%	3%	-21%
